# HTT aggregate: qHTS Multiplex Assay to Identify Dual Action Probes in a Cell Model of Huntington: Aggregate Formation (GFP) | 220,000 tested, 1.1% active | PC12 HttQ103-GFP aggregates, Acumen cytometry, 40 h | Potency, µM (top dose mostly 46.1 µM), without a hit: top-dose activity change, negative = inhibition, usual class: inhibitors; also: potency is read from the fitted curve at half-maximal effect; % is scaled to controls: 0 for no effect and ±100 for the full control effect; nearly all actives have a fitted effect of over 60% in size
#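 Steps: seed 1500 PC12 HTTQ103-GFP cells/well; add tebufenozide, 100 nM final; add compound titration; add ATPLite reagent; quantify GFP aggregates by laser scanning cytometry.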
# NPSR antag: qHTS Assay for Antagonists of the Neuropeptide S Receptor: cAMP Signal Transduction; Q6W5P4; CHO-NPSR cells, cAMP TR-FRET, antagonist mode; Potency, µM (doses to about 38.3 µM), without a hit: at the top dose activity change, negative = inhibition, hits mostly inhibitors; 220,000 tested, 1% active; AID 1461, 2008; also: potency is read from the fitted curve at half-maximal effect; % is scaled to controls: 0 for no effect and ±100 for the full control effect; nearly all actives have a fitted effect of over 50% in size; many of its hits are not listed in these tables
# Target sequence (Q6W5P4 whole entry, looked up): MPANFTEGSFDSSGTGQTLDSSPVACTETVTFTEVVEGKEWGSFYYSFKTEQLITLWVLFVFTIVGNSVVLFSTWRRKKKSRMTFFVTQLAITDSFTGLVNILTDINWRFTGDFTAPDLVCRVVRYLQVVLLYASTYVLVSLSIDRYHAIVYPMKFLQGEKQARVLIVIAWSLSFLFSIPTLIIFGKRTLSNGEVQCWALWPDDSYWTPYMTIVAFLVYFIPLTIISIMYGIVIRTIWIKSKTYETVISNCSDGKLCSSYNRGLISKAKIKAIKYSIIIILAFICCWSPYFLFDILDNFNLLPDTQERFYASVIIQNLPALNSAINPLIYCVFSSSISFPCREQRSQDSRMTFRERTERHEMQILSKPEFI
# Epigenetic derep: Quantitative High-Throughput Screen for Regulators of Epigenetic Control. 280,000 tested, 0.2% active. murine LDR cells, GFP reporter derepression, 30 h. Potency, µM (titrated, usually from 53.9 µM), for the others: at the top dose GFP activation, usual class: activators; also: potency is read from the fitted curve at half-maximal effect; % of control where 0% means no effect; nearly all actives have a fitted effect of over 60% in size
#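 Murine LDR cells bearing a silenced CMV-driven GFP reporter were exposed to compound for 30 h at 37 C. After PBS washes, GFP-positive cells (20-120 um objects) counted by laser-scanning microplate cytometry.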
# CBFb RUNX1 block: qHTS Assay for Compounds Blocking the Interaction Between CBF-beta and RUNX1 for the Treatment of Acute Myeloid Leukemia. AID 1477, 2009. AlphaScreen CBFb-His/RUNX1-biotin binding, biochemical. 230,000 tested, under 10 active. Runt-related transcription factor 1 (Homo sapiens) + Core-binding factor subunit beta …. Potency, µM (top dose mostly 59.8 µM), for inactives: at the highest dose activity, negative = inhibition, most hits filed as inhibitors; also: % of control where 0% means no effect
# Target sequence (Q01196 whole entry, looked up): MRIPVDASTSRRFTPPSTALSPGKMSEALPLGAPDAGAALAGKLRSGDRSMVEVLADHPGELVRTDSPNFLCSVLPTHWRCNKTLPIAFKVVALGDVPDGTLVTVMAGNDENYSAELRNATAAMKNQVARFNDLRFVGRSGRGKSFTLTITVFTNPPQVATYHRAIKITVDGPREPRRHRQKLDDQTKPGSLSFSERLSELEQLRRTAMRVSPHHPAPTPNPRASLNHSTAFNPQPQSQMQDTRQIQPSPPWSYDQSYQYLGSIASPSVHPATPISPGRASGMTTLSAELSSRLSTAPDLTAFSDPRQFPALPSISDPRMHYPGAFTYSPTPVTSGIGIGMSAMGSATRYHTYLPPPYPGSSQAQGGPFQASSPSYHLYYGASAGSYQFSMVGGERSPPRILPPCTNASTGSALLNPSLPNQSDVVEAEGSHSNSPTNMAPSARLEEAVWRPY
# Target sequence (Q13951 whole entry, looked up): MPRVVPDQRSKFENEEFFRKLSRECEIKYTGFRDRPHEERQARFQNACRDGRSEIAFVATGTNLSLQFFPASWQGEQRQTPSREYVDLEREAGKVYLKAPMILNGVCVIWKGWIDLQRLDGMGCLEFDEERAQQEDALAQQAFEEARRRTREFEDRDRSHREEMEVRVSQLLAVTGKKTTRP
#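 Read-out: AlphaScreen. Format: His-CBF-beta with biotinylated RUNX1 (30 nM each) preincubated 20 min, compound 15 min, Ni-chelate plus streptavidin beads 90 min; room temperature throughout.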
# IMPase Li inh: qHTS Assay for Identifying the Cell-Membrane Permeable IMPase Inhibitors: Potentiation with Lithium; CHO-M1 cells, IP1 TR-FRET (IP-One), carbachol + lithium; Potency, µM (highest dose often 59.4 µM), for the others: top-dose activity, negative = IMPase inhibition, hits mostly inhibitors; 210,000 tested, 0.35% active;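 also: IP1 builds up when IMPase is blocked and the TR-FRET signal falls; potency is read from the fitted curve at half-maximal effect; plate controls were basal vehicle for no effect and high inhibitor control for full effect; nearly all actives have a fitted effect of over 50% in size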
#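 Test compounds were applied to CHO-M1 cells previously cultured for 16–30 h at 2000 per well. A small lithium amount accompanied them; after 30 min at 37C, IP1 was quantified by TR-FRET.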
# KinaseGlo FLuc: Counterscreen for Luciferase (Kinase-Glo TM) Inhibition; Luciferin 4-monooxygenase (Photuris pensylvanica), Q27757; 200,000 tested, 0.28% active; Kinase-Glo luciferase, ATP luminescence, 8 min; AID 1379, 2008; Potency, µM (doses to about 38.3 µM), for the others: top-dose activity change, negative = inhibition, hits mostly inhibitors; also: potency is read from the fitted curve at half-maximal effect; % is scaled to controls: 0 for no effect and ±100 for the full control effect; nearly all actives have a fitted effect of over 60% in size
#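 Substrate mix (final 50 mM imidazole pH 7.2, 50 mM KCl, 7 mM MgCl2, 10 uM ATP, 0.01% Tween 20, 0.05% BSA) plus pin-tool compound, then Kinase-Glo detection mix; 8 min ambient, luminescence read.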
# L3MBTL1 inh: qHTS Assay for the Inhibitors of L3MBTL1; Lethal(3)malignant brain tumor-like protein 1 (Homo sapiens), Q9Y468; AlphaScreen L3MBTL1–H3K9me1 peptide binding; Potency, µM (series often up to 57.1 µM), without a hit: top-dose activity, negative = inhibition, most hits filed as inhibitors; 230,000 tested, 0.66% active; AID 485360, 2010; also: potency is read from the fitted curve at half-maximal effect; % is scaled to controls: 0 for no effect and ±100 for the full control effect; nearly all actives have a fitted effect of over 60% in size
#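 AlphaScreen assay: L3MBTL1 (50 nM final) was preincubated 30 min at room temperature with biotinylated H3(1-15)K9me1 peptide (75 nM final), then 30 min with library compounds; streptavidin donor and nickel chelate acceptor beads (10 ug/mL final) added, 30 min dark.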
# * = called active by the depositor; ? = inconclusive; . = not tested or not shown; & = joins results of further samples; [ ] = dose if it differs, or a comment. Calls follow the shape of the dose curve; as a rule, active = well fitted curve in the direction sought with a large enough effect; inconclusive = small, poorly fitted or top-dose-only effect, or another doubt; inactive = no such curve, though single readings can be large; an effect the other way counts as inactive or inconclusive. This is a subset; the hit share may differ from the screen's.
SMILES,HTT aggregate,NPSR antag,Epigenetic derep,CBFb RUNX1 block,IMPase Li inh,KinaseGlo FLuc,L3MBTL1 inh
O=C1CCCC/C1=C/NCc1ccccc1,20%,15%,1.1%,11%,7%,-3%,-9%
COc1cccc(-c2csc(N3CCN(C(=S)Nc4cccc(Cl)c4)CC3)n2)c1,-7%,-11%[46.1 µM],-2.2%,-6%,8%[38.3 µM],-3%,-3%
Cc1nn(CCCC(=O)NCc2ccc(Cl)cc2)c(C)c1[N+](=O)[O-],-18%,-9%,-1.1%,2%,3%,2%,6%
CC(C)C[C@H](NC(=O)c1ccc(OC2CCN(C(=O)C3CC3)CC2)cc1)C(N)=O,0%,-14%,-1.8%,7%,.,.,12%
Cc1cc(C(=O)Nc2c(C)cccc2C)n(-c2ccccc2)n1,18%,-12%[46.1 µM],-1.1%&-1.0%,-2%,-5%[38.3 µM],1%,.
O=C(CN1C(=O)C2(OCCO2)c2ccccc21)c1ccc(Br)cc1,5%,-20%[46.1 µM],-1.9%,-1%,.,.,-7%
Cc1ccc(-n2c(C)cc(/C=C3/SC(=O)N(CC(=O)N4CCOCC4)C3=O)c2C)nc1,-3%[9.22 µM],-7%,-1.1%,9%,.,.,1%
O=C(NCc1ccco1)c1nnc(Cc2ccc(F)cc2)o1,14%,-7%[46.1 µM],-1.0%,-3%,-6%,-1%,?
O=C(CSc1nccc(=O)[nH]1)Nc1ccc(F)c([N+](=O)[O-])c1,-20%,6%,0.0%,4%,-5%,-1%,-2%
COc1cc(C2C(C#N)=C(N)Oc3n[nH]c(-c4ccccn4)c32)cc(OC)c1OC (stereo unspecified),-2%,-16%[46.1 µM],-2.1%,-8%,20%[38.3 µM],0%,41%[activator][11.4 µM]
COc1cc(NC(=S)NCCO)c(OC)cc1Cl,-14%[9.22 µM],-8%,-1.0%,0%,.,.,1%
Brc1ccc([C@H]2CN3CCSC3=N2)cc1,.,6%[46.1 µM],3.4%,2%,6%,1%,.
Fc1ccc(-c2cc(C(F)(F)F)nc(NCc3cccs3)n2)cc1,22%,-29%,1.1%,?,8%,1%,69%[activator]
COCCNC(=O)C1CC2Cn3c(nc4ccccc43)C2N1C (stereo unspecified),1%[9.22 µM],21%,0.9%,-1%,.,.,.
COc1ccc(N2C(=O)CC(NNc3nc4ccccc4s3)C2=O)cc1 (stereo unspecified),8%[9.22 µM],-11%,4.3%,0%,.,.,4%
COC(=O)CC/C(O)=C1/C(=N)CC(C)(C)CC1=O,14%,8%[46.1 µM],1.4%,-2%,22%[38.3 µM],-5%,.
COc1cc(OC)cc(C(=O)NNC(=O)c2ccc(S(=O)(=O)N3CC(C)OC(C)C3)cc2)c1 (stereo unspecified),26%,-10%,-1.3%,-9%,-11%,.,.
CC1CCN(C(=O)CCCOc2ccc(Cl)cc2)CC1,-3%,-4%[46.1 µM],0.0%,4%,21%,4%,4%
Cc1nc2ncccn2c1-c1csc(NCc2ccco2)n1,-11%,-13%[46.1 µM],0.7%,?,25%,-2%,-18%
Brc1cc(Br)c2ncnc(N3CCCCC3)c2c1,11µM*,7.9µM*,0.3%,11%,13µM*,-2%,16%
CCn1cc(C(=O)N2CCN(c3ccccn3)CC2)c(=O)c2cc(S(=O)(=O)N3CCC(C)CC3)ccc21,3%,-16%,0.1%,1%,1%,-1%,.
C=CCc1ccc(O)c(-c2cc(CC=C)ccc2O)c1,-16%[9.22 µM],?,0.1%&-4.2%,7%&-6%&6%,-4%&-13%,1%[39.9 µM],-13%
O=C(CSc1nc2ccccc2c(=O)n1NC(=O)Cc1ccccc1)NCc1ccco1,-3%,-15%[46.1 µM],-1.9%,-2%,-1%[38.3 µM],0%,4%
CC(=O)Nc1ccc(C(=O)CSc2nc3ccccc3n2CC(=O)N2CCCC2)cc1,?,-11%[46.1 µM],-4.3%,-1%,-10%[38.3 µM],12%,5%
O=C(COC(=O)c1nc(Cl)ccc1Cl)Nc1ccc2c(c1)OCO2,23%,1%,0.0%,-4%,-5%,-1%,-10%
CCN(CC)c1ccc(/C=N/NS(=O)(=O)c2cccc([N+](=O)[O-])c2)cc1,1%,-31%,0.0%,-7%,3%,-1%,-9%
COc1ccc(-c2cc(C(F)F)n3ncc(C(=O)N4CCN(C)CC4)c3n2)cc1,-2%,-6%[46.1 µM],7.0%,10%,2%,1%,-2%
CCOC(=O)c1cc2c(s1)-c1c(C)cccc1OC2,10%,0%[46.1 µM],0.0%,?,-1%[38.3 µM],-3%,.
COC(=O)c1[nH]c(=O)c2ccccc2c1OCc1ccccc1,-7%,-5%[46.1 µM],2.1%,8%,-2%[38.3 µM],-5%,-3%
C/C(=N\N=C1/NC(=O)C(C)S1)c1ccco1 (stereo unspecified),16%,13%,-2.2%,0%,2%,3%,-2%
CCn1c(=O)c([N+](=O)[O-])c(NCCCn2ccnc2)c2ccccc21,9%[9.22 µM],49%,6.4%,3%,.,.,-5%
Cc1ccc(C)c(OCC(=O)Nc2cc(C(=O)O)cc(C(=O)O)c2)c1,-18%,-12%,-10.0%,8%,12%,8%,-2%
Cc1ccc2nc(SCc3nc4c(cnn4-c4ccccc4)c(=O)[nH]3)[nH]c2c1,?,-16%[46.1 µM],-1.2%,-2%,16%[38.3 µM],-3%,-4%
Cc1ccc(S(=O)(=O)/N=C(\c2ccc(F)cc2)n2c(C)nc3ccccc32)cc1,15%,4%[46.1 µM],5.7%,-1%,-15%[38.3 µM],-4%,4%
Cc1ccc(/C=N/NC(=O)c2cccc([N+](=O)[O-])c2)o1,-24%,3%,-1.1%,-4%,3%,-3%,-2%
Cc1ccc2c(c1)N(C(=O)CSc1nncn1C)C(C)(C)c1ssc(=S)c1-2,-16%,-17%[46.1 µM],-1.0%,?,41%[activator][38.3 µM],3%,?
CC(C)(C)OC(=O)NCCCCCc1nnc(SCC(N)=O)o1,-9%,3%[46.1 µM],-0.7%,4%,1%[38.3 µM],-4%,0%
Nc1nc2nccc(-c3cccnc3)n2n1,12%,7%,-0.4%,2%,-2%,1%,-3%
N/C(=N\OC(=O)/C=C/c1ccccc1)c1ccccn1,20%[9.22 µM],-1%,-1.3%,5%,3%,11µM*,-5%
Cc1c(N=C2C=C(Br)C(=O)C(Br)=C2)c(=O)n(-c2ccccc2)n1C,?,-28%,7.4%,-26%,6%,?,.

# A run of entries from further up, for reference:
SMILES,HTT aggregate,NPSR antag,Epigenetic derep,CBFb RUNX1 block,IMPase Li inh,KinaseGlo FLuc,L3MBTL1 inh
Cc1ccc(/C=N/NC(=O)c2cccc([N+](=O)[O-])c2)o1,-24%,3%,-1.1%,-4%,3%,-3%,-2%
Cc1ccc2c(c1)N(C(=O)CSc1nncn1C)C(C)(C)c1ssc(=S)c1-2,-16%,-17%[46.1 µM],-1.0%,?,41%[activator][38.3 µM],3%,?

# The listing continues.
SMILES,HTT aggregate,NPSR antag,Epigenetic derep,CBFb RUNX1 block,IMPase Li inh,KinaseGlo FLuc,L3MBTL1 inh
COC(=O)c1c(N)c(C#N)c(C)n1-c1ccccc1,12%,10%[46.1 µM],-0.7%,3%,13%[38.3 µM],9%,-12%
Cc1cc(C)c[n+](CC(=O)c2ccc(NC(=O)c3ccccc3)cc2)c1,.,9%,1.1%,4%,3%,0%,2%
Cc1nn(Cc2ccc(C(=O)Nc3ccccc3C(F)(F)F)o2)c(C)c1Br,15%,?,-3.2%,0%,11%[38.3 µM],2%,?
O=C(NNC(=O)c1nn(-c2ccc(F)cc2)ccc1=O)c1ccc(C(F)(F)F)cc1,6%[9.22 µM],-11%,-1.7%,1%,.,.,8%
O=C(NCc1ccco1)c1ccccc1NS(=O)(=O)c1ccc2c(c1)OCCO2,-1%,-24%[46.1 µM],0.2%,-9%,-1%[38.3 µM],11%,.
Cc1cc(/C=C(\C#N)C(=O)Nc2ccccc2F)c(C)[nH]1,7%[9.22 µM],5%,6.1%,7%,3%,-2%,8%
CCOC(=O)N1CCC(N(CCN(C)C)C(=S)Nc2cccc(OC)c2)CC1,-4%,12%,-3.5%,0%,-2%,2%,.
O=C(CSc1nc2ccccc2[nH]1)NCCCn1ccnc1,12%,?,-0.2%,-2%,-19%[38.3 µM],-6%,8%
CCS(=O)(=O)N1CCC(C(=O)NCc2ccc(OC)cc2OC)CC1,-1%,4%,1.1%,0%,2%,5%,.
COc1cc(S(=O)(=O)Nc2cccnc2)ccc1F,-2%,-6%[46.1 µM],0.0%,4%,13%[38.3 µM],3%,.
O=C(CSCCO)Nc1ccccc1,8%,-1%[46.1 µM],0.0%,0%,-1%[38.3 µM],-1%,.
CCCNC(=O)c1ccc(SC)cc1OC,2%,9%[46.1 µM],-0.8%,-5%,-1%[38.3 µM],-5%,-3%
CCOC(=O)Cn1c(=O)c2c(nc(N3CCOCC3)n2C)n(C)c1=O,?,2%[46.1 µM],0.0%,0%,18%[38.3 µM],-2%,.
CCc1nnc(NC(=O)c2sc3nc(C)cc(COC)c3c2N)s1,-12%,-27%,-1.1%,10%,-11%,-2%,.
CC(C)c1ccc[n+](-c2nc([O-])sc2C=O)c1,-11%[9.22 µM],25%,3.4%,5%,.,.,12%
CCOC(=O)c1cnc(N)nc1C(F)(F)F,-9%,-11%,-1.3%,6%,-3%,3%,6%
O=C(c1ccccc1)c1c2c(cc3sc4ccccc4[n+]13)-c1cccc3cccc-2c13,7.9µM*,10µM*,11µM*,?,30%[activator],-3%,-16%
CCN(CC)c1ccc(NC(=O)CN2CCN(c3ccccc3F)CC2)cc1,23%,-12%[46.1 µM],-1.1%&-1.0%,-18%,7%[38.3 µM],0%,?
Cc1cc(=O)[nH]c(SCC(=O)N2CCN(S(=O)(=O)c3ccccc3)C2)n1,14%,11%,1.4%,1%,-3%,-2%,.
O=C(c1cc2ccccc2s1)N1CCOCC1,19%[9.22 µM],-5%[7.67 µM],1.4%,1%,.,.,56%[activator]
O=C(CN1c2cccc3cccc(c23)S1(=O)=O)Nc1ccccc1,-11%,-19%,2.5%,12%,-18%,1%,-13%

# Part of the list above, set out differently:
SMILES	HTT aggregate	NPSR antag	Epigenetic derep	CBFb RUNX1 block	IMPase Li inh	KinaseGlo FLuc	L3MBTL1 inh
Cc1cc(=O)[nH]c(SCC(=O)N2CCN(S(=O)(=O)c3ccccc3)C2)n1	14%	11%	1.4%	1%	-3%	-2%	.
O=C(c1cc2ccccc2s1)N1CCOCC1	19%[9.22 µM]	-5%[7.67 µM]	1.4%	1%	.	.	56%[activator]
